Bioassay records: PubChem, several laboratories
OXTR agonist: activates the human oxytocin receptor. P30559. CHO-OTR cells, Fluo-8 calcium fluorescence; normalized: DMSO 0%, oxytocin 100%. activation, % at 3 µM. 320,000 compounds, 0.32% hits. AID 2435;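 active means activation above the mean of all tested compounds plus 3 SD, cutoff set per screening run, cut at about 20% in these data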;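 further: peak over basal fluorescence ratio from a 100 s FLIPR kinetic read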
GalR3 antag: antagonists of human GalR3 | O60755 | HEK293 GalR3-CNG cAMP membrane potential fluorescence; galR3 body fused to GalR1 C-terminus | inhibition, % at 3 µM | 360,000 compounds, 0.44% hits;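 active means inhibition above the screen-wide average plus 3 SD, cut at about 13% in these data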;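 further: forskolin and galanin both at EC90 stimulate the cells; cAMP rise reported by CNG channel membrane potential dye signal; 0% = forskolin plus galanin with DMSO and 100% = forskolin alone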
Target sequence (O60755 1-299 limits assumed): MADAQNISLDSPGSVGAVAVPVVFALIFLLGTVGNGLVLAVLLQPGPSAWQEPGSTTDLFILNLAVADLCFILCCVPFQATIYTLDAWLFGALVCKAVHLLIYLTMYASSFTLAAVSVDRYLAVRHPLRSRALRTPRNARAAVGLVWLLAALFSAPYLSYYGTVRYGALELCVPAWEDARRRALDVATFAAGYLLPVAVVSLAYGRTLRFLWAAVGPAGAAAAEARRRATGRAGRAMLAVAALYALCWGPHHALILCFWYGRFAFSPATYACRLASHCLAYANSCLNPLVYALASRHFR
GPR7 antag: blocks human GPR7 receptor signaling. P48145. GPR7-expressing cells, fluorescence antagonist assay. inhibition, % at 4.4 µM. 290,000 compounds, 1.1% hits. AID 1861; in the data active means inhibition above about 16%, passing the limit was not always enough;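 further: cells stimulated with the agonist NPW; 0% = agonist with vehicle and 100% = vehicle without agonist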
Target sequence (P48145 whole entry, looked up): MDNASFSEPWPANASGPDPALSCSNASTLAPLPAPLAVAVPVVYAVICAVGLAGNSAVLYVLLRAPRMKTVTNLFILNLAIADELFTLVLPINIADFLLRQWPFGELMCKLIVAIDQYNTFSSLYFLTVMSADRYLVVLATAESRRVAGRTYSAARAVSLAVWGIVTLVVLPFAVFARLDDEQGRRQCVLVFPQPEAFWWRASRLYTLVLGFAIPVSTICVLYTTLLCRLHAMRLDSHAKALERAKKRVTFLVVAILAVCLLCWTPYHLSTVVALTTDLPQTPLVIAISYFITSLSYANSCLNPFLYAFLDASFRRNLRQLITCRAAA
NS3 helicase inh: blocks Hepatitis C virus NS3 helicase unwinding; NS3 helicase DNA unwinding, Cy5 molecular beacon fluorescence; inhibition, % at 10.9 µM; 290,000 compounds, 0.56% hits;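 active means inhibition above the mean of all tested compounds plus 3 SD, set per campaign, cut at about 35% in these data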;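 further: 0% = DMSO wells and 100% = thioflavine S control wells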
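Measured by: Cy5 fluorescence, 0 and 60 min reads / Assay system: NS3 helicase fragment of HCV / Control set: low DMSO, high thioflavine S at 110 µM / Times: 1 h reaction at 25 °C, ATP-initiated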
VIM-2 inh: blocks Pseudomonas aeruginosa VIM-2 metallo-beta-lactamase; purified VIM-2, nitrocefin hydrolysis, epi-absorbance fluorescence; inhibition, % at 5.6 µM; 290,000 compounds, 0.89% hits;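 active means inhibition above the mean of all tested compounds plus 3 SD, cutoff set per screening run, cut at about 7.5% in these data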;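 further: red hydrolysis product quenches plate fluorescence so inhibitors raise well fluorescence; 0% = enzyme with DMSO and 100% = DMSO without enzyme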
PHOSPHO1 block: blocks human PHOSPHO1 phosphatase activity; Q8TCT1; recombinant PHOSPHO1, absorbance phosphatase assay; inhibition, % at 13.3 µM; 290,000 compounds, 1.1% hits; in the data active means inhibition above about 60%
DNA FID counter: fluorescent intercalator displacement, NS3 helicase counter-screen | AID 1845 | DNA fluorescent intercalator displacement, fluorescence | inhibition, % at 7.9 µM | 290,000 compounds, 0.17% hits; in the data active means inhibition above about 37%;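 further: 0% = vehicle and 100% = reference compound; higher means more ethidium bromide displaced from hairpin DNA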
V1aR counter: counter-screen for oxytocin receptor agonists: human V1a receptor agonists. P37288. CHO-V1R cells, Fluo-8 calcium fluorescence, agonist mode; 0% DMSO, 100% 3 nM vasopressin. activation, % at 3 µM. 320,000 compounds, 0.25% hits;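 active means activation above the mean activation of all tested compounds plus 3 SD, per screening run, cut at about 20% in these data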;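 further: signal is peak over basal fluorescence ratio across a 100 second FLIPR read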
Target sequence (P37288 whole entry, looked up): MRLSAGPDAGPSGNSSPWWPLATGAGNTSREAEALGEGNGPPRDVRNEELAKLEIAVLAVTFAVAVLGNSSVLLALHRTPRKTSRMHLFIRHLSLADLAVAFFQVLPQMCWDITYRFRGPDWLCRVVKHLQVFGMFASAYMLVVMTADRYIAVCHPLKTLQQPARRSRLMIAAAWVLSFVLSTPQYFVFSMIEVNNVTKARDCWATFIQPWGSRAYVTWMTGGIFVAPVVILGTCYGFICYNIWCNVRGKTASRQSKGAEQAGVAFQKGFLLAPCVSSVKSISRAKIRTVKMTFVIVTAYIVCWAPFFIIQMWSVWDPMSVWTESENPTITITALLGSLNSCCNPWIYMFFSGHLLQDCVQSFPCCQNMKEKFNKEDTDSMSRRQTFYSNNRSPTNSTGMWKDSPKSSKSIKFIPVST
IMP-1 inhibitor: inhibitors of Pseudomonas aeruginosa IMP-1 metallo-beta-lactamase; purified IMP-1, nitrocefin hydrolysis, epi-absorbance fluorescence; inhibition, % at 5.6 µM; 290,000 compounds, 0.45% hits; AID 1556;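 active means inhibition above the mean plus 3 SD of all compounds in the same screening run, cut at about 4.5% in these data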;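 further: 0% = IMP-1 with DMSO and 100% = DMSO wells lacking enzyme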
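Assay system: purified IMP-1; Quantity: IMP-1 0.2 nM before substrate addition; Medium: HEPES buffer pH 7.1 with ZnSO4 and Brij 35; Incubation: 15 min enzyme–compound preincubation, then 25 min nitrocefin reaction, 25 °C; Signal: fluorescence quenching readout, ex 480/em 530 nm; Controls: DMSO with and without IMP-1; Repeats: singlicate testing.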
* marks the source's active call; other numbers are inactive results; · = no result given.

SMILES	OXTR agonist	GalR3 antag	GPR7 antag	NS3 helicase inh	VIM-2 inh	PHOSPHO1 block	DNA FID counter	V1aR counter	IMP-1 inhibitor
CSc1ccc(CN2CCCN(C)CC2)cc1	0.7	-6.6	-12.5	-6.2	-0.9	-16.1	8.4	-0.7	-0.9
O=C(CCl)N1CCN2C(=O)c3ccccc3C12c1ccc(Cl)cc1 (stereo unspecified)	1.1	-2.2	-13.3	-2.0	-2.3	-21.6	-3.2	0.2	-1.6
CCn1c(CNC(=O)c2ccccc2F)cc2ccccc21	-0.7	-8.0	-5.8	-3.2	-2.1	-12.5	-20.6	-0.4	-3.5
COC(=O)c1c(NC(=O)CCC(=O)O)sc2c1CCCCC2	0.7	-4.3	-3.5	2.8	0.1	-9.3	-33.1	1.7	2.7
CCc1nnc(NC(=O)CCN(c2cc(C)cc(C)c2)S(=O)(=O)c2ccc(Cl)cc2)s1	-2.8	-0.5	1.2	6.3	-1.8	-12.3	-3.9	-0.3	-3.6
CCn1c(Cc2ccccc2)nnc1SCC(=O)Nc1ccc(C)cc1	0.3	-4.4	-1.2	-5.8	-3.4	3.9	-26.8	0.7	-2.8
CCCCOC(=O)CSCC(=O)Nc1cc(C)on1	0.2	-3.7	-6.6	-0.5	-1.8	-10.4	3.4	0.1	-2.6
O=C(CN(CCc1ccccc1)Cc1ccccc1)Oc1ccccc1P(=O)(O)O	0.2	-8.9	0.4	22.2	11.0*	23.9	-28.4	0.7	0.0
CCOC(=O)c1cc(-c2ccc(Cl)s2)nc2c1c(C)nn2C	·	-6.6	-2.8	3.1	-0.2	6.3	-3.0	·	0.2
C=CCNC(=O)c1cccc(OC2CCN(CC(C)(C)C)CC2)c1	0.1	-7.3	-14.3	4.8	-3.1	13.9	2.4	0.2	-1.9
C=CCc1cccc(/C=C/c2cc(=O)c3ccccc3[nH]2)c1O	8.6	-3.1	-7.7	-0.9	1.0	-1.5	-6.0	7.0	0.4
O=C1NCCN1C(=O)c1ccccc1F	0.6	-5.3	-3.8	-1.7	-2.8	18.5	-2.7	0.5	-4.3
CNC(=O)/C=C/c1cc(C(=O)c2ccc(Cl)cc2Cl)cn1C	3.1	-11.2	-1.5	9.2	-0.6	28.3	-21.6	2.2	-2.7
CC(C)[C@H](NC(=O)[C@H](CCCN=C(N)N)NC(=O)NC(Cc1ccccc1)C(=O)O)C(=O)NC(C=O)CCCN=C(N)N (stereo partly specified)	0.7	-3.3	0.5	0.2	-1.7	3.5	-0.9	-0.2	-2.2
CCN(CC(=O)Nc1ccc(C(C)=O)cc1)CC(=O)Nc1cccc(OC)c1	0.1	-1.6	-10.3	-1.1	-2.9	-11.8	-19.1	0.9	-1.4
CN1C(=O)NC(NC(=O)c2ccncc2)(C(F)(F)F)C1=O (stereo unspecified)	0.6	-5.5	-5.8	-4.0	-3.0	-13.5	-1.6	1.4	1.9
Cc1cccc(NS(=O)(=O)c2cc3c4c(c2)CC(=O)N4CCC3)c1C	2.3	-0.1	3.0	1.7	-1.1	1.2	-21.1	2.2	-1.2
S=C(Nc1ccc(Oc2ccccc2)cc1)N1CCOCC1	2.2	-8.9	1.7	3.6	-1.1	28.6	-9.5	1.0	-2.3
O=C(NCCc1ccccc1)N1CCCC(CNS(=O)(=O)Cc2ccccc2)C1 (stereo unspecified)	-1.4	-1.3	5.5	-12.2	-4.6	42.9	-24.9	-0.6	-3.8
O=c1c(-c2ccccc2)c[nH]n1-c1cccc([N+](=O)[O-])c1	2.6	-0.3	-5.4	18.0	-0.8	-82.0	5.6	4.1	-3.6
O=C(NC(=S)Nc1cccc2ncccc12)c1ccccc1	0.8	4.4	2.8	10.2	0.6	-106.2	-13.0	-0.3	1.4
CSc1ccccc1NC(=O)Nc1cccc(Cl)c1	0.0	-7.2	2.9	-6.7	-2.1	-10.7	1.1	0.6	-2.2
CCCN1C(=O)SC(CC(=O)Nc2ccc(Br)cc2)C1=O (stereo unspecified)	9.0	-9.9	9.2	8.1	-2.8	-20.9	1.7	6.6	-2.5
CCS(=O)(=O)c1ccc2oc(SCC(=O)NC3CCCC(C)C3C)nc2c1 (stereo unspecified)	-0.6	-3.5	-1.2	-1.8	-0.8	9.5	-24.2	0.5	0.7
O=C(O)c1ccccc1C(=O)Nc1ccc(Oc2ccccc2)cc1	-0.5	-5.0	11.9	16.2	2.9	42.1	8.8	3.6	0.7

The list continues.
SMILES	OXTR agonist	GalR3 antag	GPR7 antag	NS3 helicase inh	VIM-2 inh	PHOSPHO1 block	DNA FID counter	V1aR counter	IMP-1 inhibitor
Cc1ccc(C)c(-n2nnnc2SCC(=O)NCCC2=CCCCC2)c1	-1.7	-6.3	-1.3	-8.9	-0.8	-20.7	-27.6	-1.0	-1.7
C/C(N)=C(/C#N)C(=O)CSc1nnc(-c2ccccc2Br)o1	10.2	-1.3	2.2	0.2	1.1	20.4	-4.9	6.2	0.6
COc1ccccc1OCC(=O)N/N=C/c1c(O)ccc2ccccc12	4.0	-8.0	-9.1	15.9	-2.4	28.0	-27.3	6.0	-5.0
Cc1c(C#N)c2ncn(Cc3ccccc3)c(=O)c2n1-c1ccccc1	0.1	-0.9	-14.4	0.3	0.7	-33.3	-19.5	0.9	0.3
C=CCNC(=O)c1cc(Cl)ccn1	-0.6	4.1	-5.1	9.5	-4.1	45.6	-1.4	0.5	-1.4
CC1=Nc2cc(C(=O)O)ccc2Sc2ccc(C)cc21	1.1	-3.4	-8.7	18.5	-1.9	3.5	-33.7	0.7	0.2
CCCC/C(O)=C1\C(=O)CCCC1=NCCc1c(C)[nH]c2ccccc12	0.1	-6.4	-1.9	-15.8	-1.2	27.4	-28.1	0.6	-3.3
Cn1cccc1CC(=O)N/N=C\c1cccs1	0.7	1.7	-5.6	9.9	-2.0	12.8	-11.0	1.6	-2.3
O=C(O)c1cc(-c2ccc(/C=N/N3C(=O)C4C5C=CC(C6CC56)C4C3=O)o2)ccc1Cl (stereo unspecified)	0.3	-2.4	0.4	11.8	3.6	27.7	-25.9	0.0	0.9
COCCN(Cc1cc2cc3c(cc2nc1Cl)OCO3)C(=O)Nc1ccccc1OC	-0.6	-4.8	-5.7	2.9	-1.6	12.6	-5.5	-0.1	-4.3
Cc1ccc(/C=C/C(=O)NC(=S)Nc2ccc(S(=O)(=O)Nc3cc(C)on3)cc2)cc1	-0.7	-4.6	-30.7	22.2	-1.8	15.1	-22.6	0.2	-2.3
CCc1cc2c(=O)c(-c3nc4ccccc4[nH]3)coc2c(CN2CCCCC2)c1O	-0.1	0.5	-7.4	-5.3	-3.5	19.5	-2.2	-0.3	-3.0
CCOC(=O)N/N=C/c1c(C)c(C(=O)c2ccc(F)cc2)n2ccccc12	-3.1	-3.9	-14.4	0.0	1.1	8.5	-6.3	-1.9	-0.9
O=C(NCc1ccccc1)C1CCCN(S(=O)(=O)c2cccnc2)C1 (stereo unspecified)	0.2	0.9	21.1	13.9	-0.8	20.8	-8.3	0.8	-1.5
COc1ccc(N2C(=O)CS/C2=C\[N+](=O)[O-])cc1	-0.3	-5.6	14.0	33.0	-2.2	-1.3	-11.0	0.6	4.0
CC(CCc1ccccc1)NC(=O)COc1ccc(S(=O)(=O)N2CCOCC2)cc1[N+](=O)[O-] (stereo unspecified)	5.1	-1.2	1.7	-14.7	0.2	-20.2	-3.2	2.6	-1.7
COc1ccc(CNC(=O)c2coc(=O)c3ccccc23)cc1	1.1	2.8	7.3	-1.6	-2.8	28.0	-1.8	0.0	-1.4
Oc1ccc(NC(=S)N=Nc2c(O)[nH]c3ccccc23)cc1	0.6	4.4	-1.9	-4.2	-2.9	-7.0	-2.1	0.5	-3.7
CC(=O)Nc1ccc(S(=O)(=O)N2CCC(c3nnc(-c4ccc(C)cc4)o3)CC2)cc1	4.8	·	-1.7	-8.8	-2.8	4.7	-34.4	6.8	-4.0
CCCCNS(=O)(=O)c1ccc2nc(-c3cccnc3)cc(C(=O)NCCCOCC)c2c1	-2.3	·	-2.7	-4.4	-1.5	27.7	-8.9	-1.8	-2.1
Cn1c(SCC(=O)c2ccc3c(c2)NC(=O)CO3)nc2ccccc21	0.8	-2.0	-1.2	7.7	-0.3	-0.8	-7.8	-0.8	-2.9
CC(C)c1ccc(S(=O)(=O)N2CCCCC2)cc1	-0.7	-6.0	-6.6	1.8	-0.7	-21.2	-11.3	-1.1	-1.9
CCC(=O)Nc1cccc(Br)c1	0.2	0.4	-3.9	-3.6	-1.3	-14.1	4.4	0.9	-2.8
Cc1cc(-c2ccccc2)nc(N/N=C/c2ccc([N+](=O)[O-])cc2)n1	-2.8	-2.8	-8.3	1.3	-3.5	-6.8	-1.7	-0.7	-4.2
COc1cccc(NC(=O)Nc2ccncc2)c1	1.7	-4.8	2.0	-5.9	-2.6	58.4	6.6	1.0	-3.7

Compound profiles, from the list above.
`COc1ccc(CNC(=O)c2coc(=O)c3ccccc23)cc1` across the screens: OXTR agonist: 1.1; GalR3 antag: 2.8; GPR7 antag: 7.3; NS3 helicase inh: -1.6; VIM-2 inh: -2.8; PHOSPHO1 block: 28.0; DNA FID counter: -1.8; V1aR counter: 0.0; IMP-1 inhibitor: -1.4
`O=C1NCCN1C(=O)c1ccccc1F` across the screens: OXTR agonist: 0.6; GalR3 antag: -5.3; GPR7 antag: -3.8; NS3 helicase inh: -1.7; VIM-2 inh: -2.8; PHOSPHO1 block: 18.5; DNA FID counter: -2.7; V1aR counter: 0.5; IMP-1 inhibitor: -4.3

Later entries:
SMILES	OXTR agonist	GalR3 antag	GPR7 antag	NS3 helicase inh	VIM-2 inh	PHOSPHO1 block	DNA FID counter	V1aR counter	IMP-1 inhibitor
CC(C)CCn1cnc2c(NCc3ccccc3)ncnc21	0.8	-0.7	-1.4	-1.1	0.0	8.6	-19.5	0.4	-3.2
O=C(CN1CCC(n2nnc3cc(F)ccc32)CC1)NC1CC1	0.6	-0.8	-3.0	-0.3	-0.1	6.2	-0.6	0.1	-0.6
C/C(=N\NC(=O)CN1CCN(S(=O)(=O)c2ccc(C)cc2)CC1)c1ccncc1	0.7	-7.9	-9.2	-6.3	-2.3	31.8	-27.4	0.0	-2.1
Cc1cc(C)c(S(=O)(=O)N(C)CC(=O)NCCCn2ccnc2)c(C)c1	0.7	-6.2	-13.0	6.2	-1.1	14.5	-9.3	-0.4	-4.2
Cc1ccc2c(C)c(C(=O)N3CCN(Cc4ccc5c(c4)OCO5)CC3)oc2c1C	-2.6	-4.2	-15.9	-22.6	-1.1	34.4	-22.1	-0.4	-5.2
CCCc1nc(NCc2ccncc2)c2nnn(Cc3ccccc3F)c2n1	1.9	-2.2	4.7	3.5	0.7	5.7	-0.4	2.5	0.5
CS(=O)(=O)c1ccc(C(=O)N(CCc2ccccc2)Cc2ccccc2)cc1	-0.8	-4.5	11.5	-1.1	-1.7	-14.9	-59.5	0.3	-1.1
CS(=O)(=O)N1CCN(c2ncnc3c2cnn3-c2ccccc2)CC1	1.8	-2.6	-3.1	3.3	0.6	55.4	-2.5	4.8	-1.7
COc1cc(/C=C2/NC(=O)NC2=O)cc(Br)c1OCc1cccc(C(=O)O)c1	-1.3	-5.6	-4.0	-0.3	0.1	6.4	-34.4	0.7	-0.5
